High-throughput results (PubChem)
TLR9-MyD88 inh = inhibitors of TLR9-MyD88 association in cells, primary screen, cell-based, CHO, BLA complementation, fluorescence; Toll-like receptor 9 (Homo sapiens) + Myeloid differentiation primary response protein …; CCF4 FRET ratio; inhibition, % at 4.98 µM; actives 0.21% (n = 340,000);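 active = inhibition above the mean over all tested compounds plus 3 SD, cut at about 21% in these data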;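 also: 0% = DMSO only wells and 100% = clavulanate BLA inhibitor control wells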
Vif inh = HIV Vif self-association inhibitors, primary screen, imaging, HEK293T, single point. actives 0.35% (n = 340,000). HEK293T cells, Vif self-association by quenched fluorescence, 24 h. AID 602346, 2012. inhibition, % at 7.49 µM; in the data active = inhibition above about 50%, passing the limit was not always enough; inconclusive = no clear call, values can overlap the other calls; inactive = below about 31%; also: some results filed as inactive read as strong as hits
C8 TRAIL sens = viability loss with TRAIL in NB7+C8 cells, primary screen, TRAIL sensitizer project, cell-based, ATPlite luminescence. AID 624354, 2012. actives 1% (n = 360,000). inhibition (viability loss, TRAIL sensitization), % at 10 µM;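 active = compounds causing at least 50% loss of cell viability in the single-dose screen, relative to plate controls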
COUP-TFII inh = NR2F2 transcriptional activity inhibitors, primary screen, cell-based, luciferase reporter, HEK293T, luminescence; HEK293T NGFI-A luciferase reporter; actives 0.7% (n = 370,000); inhibition, % at 8.6 µM;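 active = inhibition above a per-plate cutoff, mean inhibition of test wells between control levels plus 3 SD, cut at about 38% in these data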;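 also: cells cotransfected with COUP-TFII expression vector driving the NGFI-A reporter; 0% = median of COUP-TF2 test wells and 100% = reporter-only cells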
Target sequence (P24468 whole entry, looked up): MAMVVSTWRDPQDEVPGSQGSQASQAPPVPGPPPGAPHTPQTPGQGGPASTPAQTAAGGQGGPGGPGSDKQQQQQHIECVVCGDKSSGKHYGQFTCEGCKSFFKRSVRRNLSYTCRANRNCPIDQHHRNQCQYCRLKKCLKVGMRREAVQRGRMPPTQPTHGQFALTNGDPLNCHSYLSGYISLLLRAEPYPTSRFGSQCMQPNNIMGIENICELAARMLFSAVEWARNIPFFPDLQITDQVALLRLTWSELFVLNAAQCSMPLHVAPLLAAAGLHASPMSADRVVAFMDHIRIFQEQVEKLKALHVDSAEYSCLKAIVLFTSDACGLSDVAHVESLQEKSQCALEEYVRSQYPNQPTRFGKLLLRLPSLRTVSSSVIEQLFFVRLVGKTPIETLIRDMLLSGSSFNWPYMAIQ
SRC3 inh = SRC3 coactivator transcriptional activity inhibitors, primary screen, cell-based, luminescence; Nuclear receptor coactivator 3 (Homo sapiens), Q9Y6Q9; HEK293 GAL4-SRC3 luciferase reporter; inhibition, % at 3.6 µM; actives 0.17% (n = 360,000); AID 588352, 2011;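 active = inhibition above a per-campaign cutoff, the mean of all compounds plus 3 SD, cut at about 60% in these data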;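 also: 0% = DMSO-treated cells and 100% = gossypol-treated cells at 36 µM; higher means less SRC3-driven luciferase light from the GAL4 reporter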
EBV LMP1 NFkB = EBV LMP1-driven NF-kappaB luciferase reporter inhibitors, primary screen, cell-based, luminescence, single point | LMP1-induced NF-kappaB luciferase reporter cells | inhibition, % at 12.5 µM | actives 0.69% (n = 350,000); in the data active = inhibition above about 41%; inconclusive = no clear call, values can overlap the other calls;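 also: 0% = neutral control wells and 100% = reference inhibitor control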
TROY NFkB inh = inhibitors of TROY-driven NF-kB signaling, primary screen, Q293 LMP1-TROYcd cells, NF-kB luciferase, uHTS | actives 0.98% (n = 360,000) | AID 1347056, 2019 | Q293 LMP1-TROYcd NF-kB luciferase reporter, 4 h | inhibition, % at 10 µM;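 active = compounds whose plate-normalised and pattern-corrected inhibition of the luciferase reporter signal at the single screening dose is 50% or more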
NCOA1 inh = SRC1 coactivator transcriptional activity inhibitors, primary screen, cell-based, luminescence; HEK293 GAL4-SRC1 luciferase reporter; actives 0.12% (n = 360,000); Nuclear receptor coactivator 1 (Homo sapiens), Q15788; inhibition, % at 3.6 µM;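 active = inhibition above the campaign mean plus 3 SD, with each screening campaign given its own cutoff, cut at about 60% in these data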;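 also: 0% = DMSO treated cells and 100% = gossypol at 36 µM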
SRC2 inh = inhibition of GAL4-SRC2 driven luciferase reporter, primary screen, SRC2 inhibitor project, cell-based, luminescence; Nuclear receptor coactivator 2 (Homo sapiens), Q15596; HEK293 GAL4-SRC2 luciferase reporter; inhibition, % at 9 µM; actives 0.17% (n = 370,000); AID 651957, 2012;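 active = inhibition above the mean inhibition of all tested compounds plus 3 SD, set per campaign, cut at about 52% in these data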;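 also: 0% = DMSO treated cells and 100% = cells given Gossypol at 36 µM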
NR5A2 inv ag = LRH-1 (NR5A2) inverse agonists, primary screen, cell-based, luminescence, HEK293T, StAR-luciferase reporter. LRH-1 transfected, 24 h. Nuclear receptor subfamily 5 group A member 2 (Homo sapiens), O00482. inhibition, % at 3.6 µM. actives 0.13% (n = 360,000);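 active = inhibition above the mean inhibition of all tested compounds plus 3 SD, cut at about 73% in these data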;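 also: 0% = DMSO wells and 100% = reporter-only cells lacking LRH-1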
NOD2-RIPK2 inh = NOD2-RIPK2 binding disruptors in cells, primary screen, fluorescence, CHO cells, BLA complementation; CCF4 ratio; inhibition, % at 4.98 µM; actives 0.38% (n = 360,000); Receptor-interacting serine/threonine-protein kinase 2 (Homo sapiens), O43353; AID 624267, 2012; in the data active = inhibition above about 21%;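 also: 0% = vehicle only and 100% = reference blocker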
Target sequence (O43353 whole entry, looked up): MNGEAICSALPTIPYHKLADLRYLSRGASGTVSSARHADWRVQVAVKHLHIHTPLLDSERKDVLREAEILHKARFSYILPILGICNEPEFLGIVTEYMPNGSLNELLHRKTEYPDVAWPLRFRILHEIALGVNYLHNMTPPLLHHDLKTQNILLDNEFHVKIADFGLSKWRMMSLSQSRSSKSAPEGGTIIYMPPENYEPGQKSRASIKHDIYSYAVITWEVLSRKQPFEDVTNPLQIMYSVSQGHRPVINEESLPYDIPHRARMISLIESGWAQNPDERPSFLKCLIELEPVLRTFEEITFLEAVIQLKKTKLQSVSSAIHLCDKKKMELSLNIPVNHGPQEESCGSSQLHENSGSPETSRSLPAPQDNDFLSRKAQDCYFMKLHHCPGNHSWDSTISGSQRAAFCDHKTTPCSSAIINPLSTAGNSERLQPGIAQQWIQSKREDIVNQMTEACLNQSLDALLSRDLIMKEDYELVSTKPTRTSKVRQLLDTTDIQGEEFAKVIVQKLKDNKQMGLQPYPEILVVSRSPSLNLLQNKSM
The depositor's hits bear a star; ? = inconclusive; / = not tested or not shown. A portion of the library. The share of hits here may be higher or lower than overall.

SMILES	TLR9-MyD88 inh	Vif inh	C8 TRAIL sens	COUP-TFII inh	SRC3 inh	EBV LMP1 NFkB	TROY NFkB inh	NCOA1 inh	SRC2 inh	NR5A2 inv ag	NOD2-RIPK2 inh
O=C(CN1C(=O)S/C(=C\c2ccc(O)c([N+](=O)[O-])c2)C1=O)Nc1ccc(N2CCOCC2)cc1	-9.4	7.0	-3.0	-9.5	-10.1	9.0	-1.4	-89.4	-10.4	-11.8	-8.7
CCN(C(=O)N(CC)c1ccccc1)c1ccccc1	6.0	?	-10.7	2.0	3.9	-1.9	5.7	-1.3	8.0	0.2	-4.1
COc1ccc(C(=O)NNC2=NS(=O)(=O)c3ccccc32)cc1OC	-13.9	-1.8	-5.9	-6.7	-0.6	39.0	19.6	4.8	-23.3	-18.4	-11.4
O=C(Cc1cccs1)Nc1cccc(C(=O)Nc2ccco2)c1	9.1	-1.5	3.5	-11.9	0.8	-12.5	-0.5	-11.8	-10.2	4.1	-2.5
CCN(CC)C(=O)C(C(=O)c1cccc([N+](=O)[O-])c1)n1cc(Cl)ccc1=O (stereo not drawn)	3.8	8.1	5.1	22.6	4.0	-4.8	-2.5	11.1	-5.8	3.6	-3.3
CCOc1ccc2nc(NCCCNS(=O)(=O)c3ccc(F)cc3)c(C#N)cc2c1	6.1	-6.3	-13.6	/	-2.5	-10.1	-3.1	7.6	/	-17.7	18.7
C[C@H]1CN([C@@H](C)CO)S(=O)(=O)c2ccc(Br)cc2O[C@@H]1CN(C)Cc1cccc(F)c1	-3.0	1.4	1.9	-25.8	-2.4	-15.4	8.8	-4.3	-24.1	-0.4	-1.1
C#CC(CCN1CCCCC1)(OC)c1ccccc1 (stereo not drawn)	10.9	9.4	-7.6	-12.9	3.4	4.0	-16.9	2.8	-12.4	10.1	-7.3
CSCCC(NC(=O)c1ccco1)C(=O)N1CCCC(C(F)(F)F)C1 (stereo not drawn)	-74.3	-0.6	6.8	-20.7	-30.1	-1.6	12.5	0.1	15.4	-9.8	0.3
O=C(NCC1CCCO1)NC12CC3CC(CC(C3)C1)C2 (stereo not drawn)	-2.8	20.6	-1.7	10.8	-0.2	8.5	10.5	-37.0	14.5	21.1	-13.8
CCOc1ccc(C2OCCC(C)O2)cc1OC (stereo not drawn)	-12.5	12.3	-15.6	-10.4	3.5	0.4	-5.6	-7.4	23.9	9.3	-2.2
Cc1ccc(S(=O)(=O)N2CCOC2CNC(=O)C(=O)NCc2ccccc2)cc1 (stereo not drawn)	2.4	-17.6	10.3	-10.3	-5.1	-5.4	9.8	-17.5	18.9	10.8	-5.0
Nc1ncnc2c1ccn2[C@H]1CN(Cc2ccc3c(c2)OCO3)C[C@@H](CO)O1	/	16.1	15.3	16.4	7.5	/	-2.1	3.2	4.0	6.2	-7.7
O=C(Nc1ccncc1)c1ccccc1Cl	-3.6	-0.4	-7.0	21.5	-22.7	-0.7	21.4	-4.1	-9.9	-5.1	-1.7
COc1cc(NC(=O)COC(=O)CNC(=O)c2cc(C)cc(C)c2)c(C)cc1[N+](=O)[O-]	-6.0	1.8	6.7	3.5	6.8	-8.0	5.9	-7.6	23.5	-11.0	-3.0
CC(NC(=O)C1CCN(C(=O)c2cccs2)CC1)c1ccc(S(N)(=O)=O)cc1 (stereo not drawn)	-0.3	8.3	3.2	-7.9	18.0	-2.4	4.3	-3.7	-35.2	6.4	3.7
O=S(=O)(c1ccc(-c2ccccc2)cc1)N1CCOCC1	0.7	-3.8	-21.2	5.1	3.4	-16.4	12.8	-1.8	-8.8	-2.8	5.6
Cc1ccc(-n2ncc3c(=O)n(CC(=O)N4CCN(c5ccccc5)CC4)cnc32)cc1	-10.5	-9.9	-0.8	25.1	11.3	-1.7	9.3	5.2	1.5	6.0	2.7
CC(C)CN1CCN(Cc2ccc(CN3CCCCC3)s2)CC1CCO (stereo not drawn)	-2.6	6.6	-3.1	-6.1	-2.5	-5.4	-0.4	15.6	16.4	11.4	-8.9
Cc1occc1C(=O)N/N=C/c1ccc(OCc2ccccc2)cc1	3.7	2.9	-5.4	-16.4	-69.3	-10.3	-36.9	-67.7	-69.4	-67.4	5.0
O=C(c1ccc(Cl)cc1)N1CCC(=O)N(C(CO)Cc2ccccc2)CC1 (stereo not drawn)	0.8	-2.5	-11.1	-3.4	8.6	-7.4	-4.7	10.7	11.7	-0.6	-8.7
CCC(C(=O)OCC(=O)N(C)c1c(N)n(Cc2ccccc2)c(=O)[nH]c1=O)c1ccccc1 (stereo not drawn)	-1.8	-7.2	-10.8	-5.0	6.5	4.2	-24.0	-13.0	-4.9	2.6	-4.7
NS(=O)(=O)c1ccc(N2C(=O)C3CC=CCC3C2=O)cc1 (stereo not drawn)	-4.6	-1.3	-1.1	-5.7	8.4	2.6	11.7	-8.6	-5.9	4.0	-4.2
CCOCCCN1C(=O)CN(C2CCCCCC2)C(=O)C1c1ccc(OC)cc1 (stereo not drawn)	1.5	-3.9	0.9	-1.9	-21.3	4.8	-11.3	-6.0	-18.5	-11.6	-11.1
COc1ccc(C(C#N)N2CCCCC2)cc1OC (stereo not drawn)	1.6	1.8	-10.5	-5.8	0.3	-0.7	-20.9	-3.9	7.0	-8.3	-3.4
CC1(C)C(c2ccccc2)=NC(c2ccc(F)cc2)N1O (stereo not drawn)	9.2	-5.6	-8.4	-6.2	5.3	7.5	6.8	-3.4	17.9	23.8	-10.7
COc1ccc(CCNC(=O)COC(=O)/C=C/c2cccs2)cc1	-1.3	-6.1	-10.4	4.8	-1.2	2.2	10.1	-8.6	-16.5	2.4	2.9
CN(C)S(=O)(=O)c1cccc(NC(=O)COC(=O)/C=C/c2ccc3c(c2)OCO3)c1	-6.4	-2.1	-7.7	-4.3	4.0	-16.6	5.6	-19.4	0.6	-7.7	-1.5
CCn1cc(CCC(=O)NC(C)c2ccccc2)c2ccccc21 (stereo not drawn)	-4.8	6.4	2.8	-4.1	-11.1	7.0	19.9	-9.1	10.1	5.2	-17.8
CC(=O)N1CCN(C(=O)c2cccc(NS(=O)(=O)c3ccc(Br)cc3)c2)CC1	0.4	-3.2	-5.8	8.6	7.5	13.1	-3.7	12.4	-0.9	-7.6	-5.4
CCOc1ccccc1CNC(=O)c1cn(C)c(=O)c2c1c1ccccc1n2C	-2.9	14.0	9.7	3.8	2.7	-16.4	0.5	1.9	-7.2	-13.3	-9.4
CC1CC(C)CN(CCCNC(=O)COc2cc(=O)n(C)c3ccccc23)C1 (stereo not drawn)	-7.3	-1.4	2.0	-10.7	13.4	1.3	-16.6	-7.2	-19.4	-4.3	1.9
Cc1ccc(C)c(S(=O)(=O)N2CCN(CC(=O)Nc3sccc3C#N)CC2)c1	-5.9	0.2	-13.0	8.7	4.5	-3.1	13.3	6.4	-15.0	-9.4	-5.1
CN(/N=C/c1cccnc1)C1=NS(=O)(=O)c2ccccc21	-15.6	-0.9	8.7	7.7	8.6	-7.6	4.6	-6.8	-2.4	-15.8	-4.5
CCOC(=O)N1CCC(Nc2ncnc3c2cnn3-c2ccccc2)CC1	1.9	-21.1	2.5	-0.4	-37.7	4.9	-7.0	-18.7	0.2	-13.0	-8.5
CCOc1ccc(C2C(C(N)=O)=C(C)Nc3ncnn32)cc1OC (stereo not drawn)	12.6	-10.0	-12.0	6.4	2.2	-2.9	8.5	0.9	-9.1	12.9	-9.8
O=C(COc1ccc([N+](=O)[O-])cc1)Nc1cc(C(=O)O)cc(C(=O)O)c1	3.2	-3.9	-7.5	-6.0	1.3	-4.8	-7.7	-9.1	-10.2	-2.5	-2.7
CCN(C[C@H]1N[C@@](CC)(C(=O)OC)[C@H]2C(=O)N(Cc3ccccc3)C(=O)[C@@H]12)S(=O)(=O)c1ccc(OC)cc1	-15.6	5.1	19.1	17.1	-1.9	5.1	-9.0	-22.3	8.7	-9.8	-22.4
Cc1ccccc1CS(=O)(=O)c1ccc(C(=O)N2CCC(C)CC2)cc1[N+](=O)[O-]	5.2	-2.4	-6.5	-2.5	19.2	-3.9	2.5	8.4	-0.8	1.9	2.2
CCOc1cc(NC(=O)c2ccccn2)c(OCC)cc1NC(=O)c1ccccc1	1.2	-2.1	-5.8	-3.5	11.6	2.1	2.9	-3.8	2.7	4.8	-0.1

As entered above:
`CCC(C(=O)OCC(=O)N(C)c1c(N)n(Cc2ccccc2)c(=O)[nH]c1=O)c1ccccc1` (stereo not drawn) in NR5A2 inv ag reads 2.6
`CCn1cc(CCC(=O)NC(C)c2ccccc2)c2ccccc21` (stereo not drawn) in TROY NFkB inh reads 19.9

Other entries
SMILES	TLR9-MyD88 inh	Vif inh	C8 TRAIL sens	COUP-TFII inh	SRC3 inh	EBV LMP1 NFkB	TROY NFkB inh	NCOA1 inh	SRC2 inh	NR5A2 inv ag	NOD2-RIPK2 inh
COc1ccc(OC)c(C2C3=C(CCCC3=O)Nc3c2c(=O)n(C)c(=O)n3C)c1 (stereo not drawn)	0.2	14.0	0.9	6.8	0.8	4.9	-2.9	3.8	-8.4	2.2	-3.0
O=C(Nc1ccc(N2CCOCC2)cc1)c1nc2ccccc2s1	1.1	-2.4	15.9	-55.4	-65.3	19.9	54.8*	-81.9	-48.9	-159.0	9.6
Cc1ccc(/C=C/c2ccc(=O)n(Cc3ccccc3Cl)n2)cc1	-9.0	/	-17.5	-10.6	-2.7	-9.7	-0.4	-3.8	-13.2	-1.6	-6.0
CCN(CC)C(=O)Nc1c(C)n(C)n(-c2ccccc2)c1=O	2.6	-7.6	-9.2	-0.1	5.2	0.7	11.8	4.1	3.6	17.1	-11.2
C[C@H](/C=C/[C@@]1(O)[C@H](C)C[C@H](O)CC1(C)C)O[C@@H]1O[C@H](CO)[C@@H](O)[C@H](O)[C@H]1O	-8.7	-8.8	-15.8	0.1	-13.0	-5.0	-0.3	-10.2	-6.8	15.4	6.8
CCOC(=O)C1CCCN(C(=O)c2ccc(-c3ccc([N+](=O)[O-])cc3)o2)C1 (stereo not drawn)	-2.4	/	9.8	-3.1	-27.1	1.9	3.7	0.2	2.6	8.2	1.3
C=C(C)Cn1c2ccc(NC(=O)NCCc3ccccc3)cc2c(=O)n1C	/	2.8	-11.9	8.5	-11.2	/	-42.3	-9.4	-34.4	-2.2	-5.8
O=C(Cc1ccccc1F)Nc1nc(-c2ccc(F)cc2)cs1	-12.1	-11.2	15.7	-4.5	-21.4	-47.7	57.6*	-42.1	-47.6	-28.9	-20.1
CCCCCCC[N+](CC)(CC)CCCCc1ccc(Cl)cc1	10.7	2.7	56.6*	40.8*	52.2	17.4	25.4	4.0	-24.6	70.2	-10.8
